Compound activity (PubChem)
LRH-1 inv ag = NR5A2 inverse agonism in reporter assay. 360,000 tested, 0.13% active. inhibition, % at 3.6 µM. O00482. HEK293T StAR-luciferase reporter, LRH-1 transfected, 24 h;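 active = inhibition above the mean inhibition of all tested compounds plus 3 SD, cut at about 73% in these data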;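 note: 0% = DMSO wells and 100% = reporter-only cells lacking LRH-1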
NCOA3 inh = human NCOA3 inhibition; 360,000 tested, 0.17% active; AID 588352; HEK293 GAL4-SRC3 luciferase reporter, luminescence; inhibition, % at 3.6 µM; Q9Y6Q9;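 active = inhibition above a per-campaign cutoff, the mean of all compounds plus 3 SD, cut at about 60% in these data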;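 note: 0% = DMSO-treated cells and 100% = gossypol-treated cells at 36 µM; higher means less SRC3-driven luciferase light from the GAL4 reporter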
Target sequence (Q9Y6Q9 whole entry, looked up, the tested form may be a part): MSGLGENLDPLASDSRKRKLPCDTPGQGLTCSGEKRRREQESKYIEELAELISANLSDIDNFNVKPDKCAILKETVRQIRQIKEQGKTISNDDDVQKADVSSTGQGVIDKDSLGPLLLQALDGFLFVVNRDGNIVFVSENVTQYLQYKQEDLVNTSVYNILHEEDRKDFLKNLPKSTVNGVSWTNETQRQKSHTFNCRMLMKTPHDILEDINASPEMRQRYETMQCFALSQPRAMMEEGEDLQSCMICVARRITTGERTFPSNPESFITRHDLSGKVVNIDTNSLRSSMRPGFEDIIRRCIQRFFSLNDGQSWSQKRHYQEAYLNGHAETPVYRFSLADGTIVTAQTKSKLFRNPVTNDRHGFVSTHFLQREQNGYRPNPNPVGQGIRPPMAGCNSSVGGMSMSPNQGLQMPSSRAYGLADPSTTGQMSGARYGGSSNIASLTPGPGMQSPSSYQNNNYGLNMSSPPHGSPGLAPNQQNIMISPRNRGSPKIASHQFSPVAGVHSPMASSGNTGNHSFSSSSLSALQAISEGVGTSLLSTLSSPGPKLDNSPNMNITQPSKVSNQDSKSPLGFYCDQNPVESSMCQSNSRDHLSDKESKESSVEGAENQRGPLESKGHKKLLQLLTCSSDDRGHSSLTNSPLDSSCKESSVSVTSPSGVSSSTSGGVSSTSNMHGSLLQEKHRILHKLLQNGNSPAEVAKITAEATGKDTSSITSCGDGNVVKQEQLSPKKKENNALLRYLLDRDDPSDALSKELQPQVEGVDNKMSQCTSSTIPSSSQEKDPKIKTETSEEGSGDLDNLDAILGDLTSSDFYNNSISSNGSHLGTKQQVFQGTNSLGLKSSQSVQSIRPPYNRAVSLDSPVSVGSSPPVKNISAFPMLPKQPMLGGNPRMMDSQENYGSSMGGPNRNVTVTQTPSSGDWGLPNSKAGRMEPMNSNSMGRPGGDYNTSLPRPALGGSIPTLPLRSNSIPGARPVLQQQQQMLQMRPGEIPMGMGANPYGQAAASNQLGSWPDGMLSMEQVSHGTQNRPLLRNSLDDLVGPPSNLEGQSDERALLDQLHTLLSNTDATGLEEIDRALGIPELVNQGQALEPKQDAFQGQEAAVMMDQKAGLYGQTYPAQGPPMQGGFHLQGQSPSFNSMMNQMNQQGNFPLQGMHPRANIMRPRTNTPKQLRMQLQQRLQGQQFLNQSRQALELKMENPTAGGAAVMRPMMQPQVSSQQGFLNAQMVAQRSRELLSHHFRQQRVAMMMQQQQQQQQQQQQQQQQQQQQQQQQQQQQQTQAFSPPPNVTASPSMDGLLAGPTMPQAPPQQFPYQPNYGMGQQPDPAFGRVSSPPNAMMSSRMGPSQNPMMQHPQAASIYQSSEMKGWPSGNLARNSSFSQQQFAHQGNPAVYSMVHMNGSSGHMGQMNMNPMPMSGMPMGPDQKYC
TROY NFkB inh = inhibitors of TROY-dependent NF-kB signaling. Q293 LMP1-TROYcd NF-kB luciferase reporter, 4 h. inhibition, % at 10 µM. 360,000 tested, 0.98% active. AID 1347056;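 active = compounds whose plate-normalised and pattern-corrected inhibition of the luciferase reporter signal at the single screening dose is 50% or more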
C8 TRAIL sens = sensitizes caspase-8 expressing cells to TRAIL; NB7+C8 cells + TRAIL, ATPlite viability luminescence; inhibition (viability loss, TRAIL sensitization), % at 10 µM; 360,000 tested, 1% active; AID 624354;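 active = compounds causing at least 50% loss of cell viability in the single-dose screen, relative to plate controls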
KKLEB tox = reduces viability of KKLEB cystic fibrosis airway cells; KKLEB CF airway cells viability, ATPlite luminescence, overnight; stronger effect = lower value; cells stimulated with P. aeruginosa culture filtrate; activity change (cytotoxicity), % at 5 µM; 360,000 tested, 0.36% active;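 active = corrected activity change at or below -50% at 5 µM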
TWEAK-Fn14 inh = inhibitors of TWEAK-Fn14 interaction signaling. TWEAK-stimulated Fn14 reporter cells, luciferase luminescence, 8 h. inhibition, % at 10 µM. 360,000 tested, 2% active. AID 1159606; in the data active = inhibition above about 50%
EBV LMP1 NFkB = reduces LMP1-driven NF-kappaB luciferase signal; inhibition, % at 12.5 µM; 350,000 tested, 0.69% active; LMP1-induced NF-kappaB luciferase reporter cells, luminescence; AID 504558; in the data active = inhibition above about 41%; inconclusive = no clear call, values can overlap the other calls;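 note: 0% = neutral control wells and 100% = reference inhibitor control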
SRC1 inh = human NCOA1 inhibition; AID 588354; HEK293 GAL4-SRC1 luciferase reporter, luminescence; inhibition, % at 3.6 µM; 360,000 tested, 0.12% active; Q15788;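 active = inhibition above the campaign mean plus 3 SD, with each screening campaign given its own cutoff, cut at about 60% in these data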;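 note: 0% = DMSO treated cells and 100% = gossypol at 36 µM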
NR2F2 inh = inhibitors of human COUP-TFII (NR2F2). P24468. HEK293T NGFI-A luciferase reporter, luminescence. inhibition, % at 8.6 µM. 370,000 tested, 0.7% active;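 active = inhibition above a per-plate cutoff, mean inhibition of test wells between control levels plus 3 SD, cut at about 38% in these data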;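 note: cells cotransfected with COUP-TFII expression vector driving the NGFI-A reporter; 0% = median of COUP-TF2 test wells and 100% = reporter-only cells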
SRC2 inh = human SRC2 (NCOA2) inhibition; Q15596; HEK293 GAL4-SRC2 luciferase reporter, luminescence; inhibition, % at 9 µM; 370,000 tested, 0.17% active; AID 651957;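 active = inhibition above the mean inhibition of all tested compounds plus 3 SD, set per campaign, cut at about 52% in these data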;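 note: 0% = DMSO treated cells and 100% = cells given Gossypol at 36 µM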
CF NFkB block = blocks PAF-induced NF-kB reporter in cystic fibrosis cells. KKLEB NF-kB-GFP reporter, GFP fluorescence overnight. inhibition, % at 5 µM. 360,000 tested, 0.86% active. AID 588850;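 active = at least 50% inhibition at 5 µM, scaled per plate between neutral and stimulator controls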;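 note: PAF is a Pseudomonas aeruginosa culture filtrate used as stimulus; plate controls were PAF-stimulated DMSO wells for no effect and unstimulated DMSO wells for full effect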
An asterisk follows results filed as active; ? = inconclusive; / = no result given.

1	C(=C/c1nccc2c1[nH]c1ccccc12)/c1ccc2c(c1)OCO2
2	CCOC(=O)c1c(NC(=S)Nc2cccc(C)c2)sc2c1CC(C)(C)SC2
3	CCc1sc(C(=O)NCCCn2ccnc2)cc1Br
4	CN(C)S(=O)(=O)c1cccc(NC(=O)COC(=O)c2cc3ccccc3oc2=O)c1
5	CCc1cccc(C)c1NC(=O)COC(=O)CNC(=O)c1cccs1
6	CN1CCN(S(=O)(=O)c2ccc(NC(=O)c3ccc(F)cc3)cc2)CC1
7	O=C(CSc1nnnn1-c1ccc2c(c1)OCCO2)Nc1nc2c(s1)CCCC2
8	O=C(Cn1ncc2c([nH]c3ccccc32)c1=O)NCCCN1CCN(c2ccccc2)CC1
9	COc1ccc(-c2nc(CN3CCC(C(=O)NC4CC4)CC3)c(C)o2)cc1OC
10	Cc1cc(OCc2cc(C(=O)N3CCC(Oc4cccnc4)CC3)no2)cc(C)c1Cl
Assay by compound	1	2	3	4	5	6	7	8	9	10
KKLEB tox	-35	16	12	-2	7	2	0	-2	5	-10
LRH-1 inv ag	-46	-1	14	-118	-6	4	0	3	1	-30
NR2F2 inh	12	-3	9	-20	3	-8	10	-12	-2	4
CF NFkB block	4	19	0	-20	-12	-4	0	13	0	0
C8 TRAIL sens	19	-6	10	-1	-5	11	-2	-3	-14	18
TWEAK-Fn14 inh	5	23	41	-31	5	17	44	-9	22	27
SRC2 inh	-30	-9	5	-32	-6	-26	11	-17	17	18
NCOA3 inh	-32	11	3	-89	2	1	3	-12	13	-10
SRC1 inh	-42	-30	0	-97	13	3	12	-6	16	-1
EBV LMP1 NFkB	-35	0	6	-28	2	9	7	3	-8	-3
TROY NFkB inh	-96	-1	-13	-45	-14	/	33	16	-18	50*

Part of the list above with just TWEAK-Fn14 inh and KKLEB tox:
# | compound | TWEAK-Fn14 inh | KKLEB tox
3 | CCc1sc(C(=O)NCCCn2ccnc2)cc1Br | 41 | 12
6 | CN1CCN(S(=O)(=O)c2ccc(NC(=O)c3ccc(F)cc3)cc2)CC1 | 17 | 2
9 | COc1ccc(-c2nc(CN3CCC(C(=O)NC4CC4)CC3)c(C)o2)cc1OC | 22 | 5
5 | CCc1cccc(C)c1NC(=O)COC(=O)CNC(=O)c1cccs1 | 5 | 7
4 | CN(C)S(=O)(=O)c1cccc(NC(=O)COC(=O)c2cc3ccccc3oc2=O)c1 | -31 | -2

Other results
11	CCC(CC)c1nnc(NC(=O)c2cccc(S(=O)(=O)N3CCc4ccccc43)c2)s1
12	CSC1=NCCN1C(=O)c1ccc(S(=O)(=O)N2CCCC2)cc1
13	CC(C)(C)c1ccc2c(c1)C(=O)c1ccccc1C2=O
14	O=C(O)C1CC=CCC1C(=O)NCCc1csc(-c2ccccc2)n1 (centres undefined)
15	CC(=O)Nc1ccc(C(=O)CN2C(=O)NC3(CCOc4ccccc43)C2=O)c(F)c1 (centres undefined)
16	CC(=O)Oc1cccc(/C=c2\sc3nc(-c4ccco4)nn3c2=O)c1
17	CC(OC(=O)Cc1ccc(Cl)cc1)C(=O)NCCC1=CCCCC1 (centres undefined)
18	Cc1ccc(C(=O)NC2CC(=O)N(c3ccc4c(c3)OCCO4)C2)cc1[N+](=O)[O-] (centres undefined)
19	CCOC(=O)C(=O)N(C)c1c(CC)nc2c(OCc3cccc(OC)c3)cccn12
20	CCOC(=O)C1CCN(C(=O)c2cccnc2Cl)CC1
Assay by compound	11	12	13	14	15	16	17	18	19	20
KKLEB tox	-1	0	-21	-8	-13	11	1	-11	0	-1
LRH-1 inv ag	-2	6	-126	-51	7	8	-21	6	3	0
NR2F2 inh	21	-14	-25	-18	8	6	-1	-13	11	-1
CF NFkB block	5	6	-15	15	-5	8	9	25	9	5
C8 TRAIL sens	0	5	56*	-12	-10	-3	21	7	-6	2
TWEAK-Fn14 inh	41	11	41	-8	-6	5	10	-7	-5	-8
SRC2 inh	18	-16	-64	-34	8	-2	3	9	5	-10
NCOA3 inh	-1	-9	-55	-14	-14	9	9	-5	-2	7
SRC1 inh	-2	-15	-80	-18	3	-13	7	-2	1	-18
EBV LMP1 NFkB	-7	2	-40	-18	-10	-10	-4	2	/	1
TROY NFkB inh	39	1	52*	-24	8	10	3	-3	5	-13

21	Cc1ccc(/C=C/c2nnc(-c3ccccc3)o2)cc1
22	N/C(=N\OC(=O)Cc1ccccc1)c1ccc(Br)cc1
23	Fc1ccc(CCN2CCN=C2Nc2ccccc2)cc1
24	CC(C)C1C(=O)N(Cc2cn(CCC3OCCO3)nn2)CCS(=O)(=O)N1Cc1ccc(-c2cccc(CO)c2)cc1 (centres undefined)
25	O=C(Nc1ccnn1C1CCNCC1)c1ccc2c(c1)OCO2
26	C=CCN1C(=O)C(Cc2ccc(OCC)cc2)SC1=Nc1ccc(C(=O)O)cc1 (centres undefined)
27	Cc1cc2nc3ccc(=[N+](C)C)cc-3sc2cc1N
28	CC(C)c1ccc(NC(=O)CCN2C(=O)[C@@H]3Cc4ccccc4CN3C2=O)cc1
29	Cc1c(CCOC(=O)C23CC4(C)CC(C)(CC(C)(C4)C2)C3)sc[n+]1CC(=O)c1ccccc1
30	COc1cccc(C(=O)Nc2cc(C)ccc2NC(=O)COc2ccccc2)c1
Assay by compound	21	22	23	24	25	26	27	28	29	30
KKLEB tox	7	12	3	1	11	6	28	-16	-12	2
LRH-1 inv ag	-24	-12	-6	-11	7	-4	46	-25	-9	-5
NR2F2 inh	-19	-8	3	11	-16	-9	/	5	1	6
CF NFkB block	-1	-13	20	-1	0	4	52*	10	23	-7
C8 TRAIL sens	3	-13	2	-20	-13	2	51*	3	0	-18
TWEAK-Fn14 inh	8	-19	-6	-13	10	-10	-18	-15	0	-10
SRC2 inh	-21	-38	-17	-21	10	10	/	-4	-11	-13
NCOA3 inh	-47	-11	2	7	-12	3	23	-12	14	14
SRC1 inh	-30	-22	-16	-17	-7	-7	18	-82	14	5
EBV LMP1 NFkB	0	-10	1	4	-9	-9	?	-10	-14	5
TROY NFkB inh	-20	-54	4	3	2	-22	-8	2	31	8

31	CN(CC1CCCN(CCc2ccccc2F)C1)C(=O)c1cc2ccccc2o1 (centres undefined)
32	COC(=O)c1cnc(NNC(=O)c2ccc([N+](=O)[O-])cc2)nc1C(F)(F)F
33	Cc1cc(=O)oc(C)c1C(=O)Nc1cnc2ccccc2c1
34	O=C1C2C3C=CC(C3)C2C(=O)N1CNc1ccccn1 (centres undefined)
35	COc1ccc(NC(=O)c2cn(C)c(=O)c3cc(OC)c(OC)cc23)c(OC)c1
36	Fc1ccc(/C=N/Nc2nc3ccccc3[nH]2)cc1F
37	CCc1ccc(NS(=O)(=O)c2ccc3oc(=O)ccc3c2)cc1
38	Cc1nc2ccccc2nc1N1CCCC1
39	O=NN(C(=O)NCc1cccnc1)C1CCCCC1
40	O=c1cc(NCc2ccco2)[nH]c(=O)n1-c1ccc(Br)cc1
Assay by compound	31	32	33	34	35	36	37	38	39	40
KKLEB tox	-4	-2	0	17	-4	-6	1	14	6	7
LRH-1 inv ag	1	-1	13	-8	0	-116	-3	-17	-2	1
NR2F2 inh	-20	3	-6	8	15	-16	3	25	-12	-2
CF NFkB block	6	-10	-6	-5	3	-15	1	7	-14	-13
C8 TRAIL sens	0	11	-1	-7	5	1	-8	15	-3	-3
TWEAK-Fn14 inh	9	-6	2	7	-2	-1	40	-13	4	8
SRC2 inh	2	-13	-38	-5	-38	-45	3	-8	-13	-1
NCOA3 inh	4	8	-3	-19	-7	-45	-13	7	-11	7
SRC1 inh	-5	0	-12	15	-7	-71	-12	-3	-9	6
EBV LMP1 NFkB	-1	5	5	5	-6	-23	5	-6	/	-11
TROY NFkB inh	5	8	-2	-2	-6	1	-8	-7	58*	-9

Entries by screen from the list:
Compounds 36–39 in SRC1 inh: -71, -12, -3, -9
Compounds 36–39 in NCOA3 inh: -45, -13, 7, -11
Compounds 36–39 in TWEAK-Fn14 inh: -1, 40, -13, 4

More records follow.
41	Cc1ccc(-c2c(C)sc3nc(CN4CCN(CC(=O)NC5CC5)CC4)[nH]c(=O)c23)cc1
42	COc1ccccc1N1CCN(C(=O)CCCn2c(=O)[nH]c3ccsc3c2=O)CC1
43	CCc1[nH]c(=S)c(C#N)c2c1CCCC2
44	Cc1ccc(-c2cc(C(=O)N/N=C/c3ccccc3)n[nH]2)o1
45	O=C(NCc1ccc(Cl)cc1)c1ccc(Br)o1
46	O=C(Cc1ccc([N+](=O)[O-])cc1)N1N=C(C2CC2)CC1(O)C(F)(F)F (centres undefined)
47	NNC(=O)CNC(=O)C12CC3CC(CC(C3)C1)C2
48	CC1=C(C(=O)OC(C)C)C(c2ccccn2)n2ncnc2N1 (centres undefined)
Assay by compound	41	42	43	44	45	46	47	48
KKLEB tox	-9	-6	-10	4	6	-4	2	-8
LRH-1 inv ag	-7	8	7	-7	-2	0	8	-6
NR2F2 inh	-3	-9	-4	-11	-1	13	11	1
CF NFkB block	12	6	16	0	-18	9	0	13
C8 TRAIL sens	6	-4	2	-8	-3	-3	2	-16
TWEAK-Fn14 inh	-8	4	3	2	6	7	10	5
SRC2 inh	-13	20	2	-1	-35	-16	8	17
NCOA3 inh	7	-5	12	-28	-23	-2	13	16
SRC1 inh	-7	14	-9	-7	-13	-6	-19	-7
EBV LMP1 NFkB	3	1	-3	-9	-4	-1	-6	5
TROY NFkB inh	-2	11	-10	-11	-24	-15	6	-26
